PAX8 reporter – lowers PAX8-driven luciferase in RMG-I cells; RMG-I TPO-luciferase reporter, SteadyGlo, 24 h; inhibition, % at 12.6 µM; 360,000 compounds, 1.2% hits; AID 652154;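 active = mean replicate inhibition at least 60% with every replicate also reaching 60%; inconclusive = only one of the two criteria is met; inactive = mean below 60% and not all replicates reaching 60%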;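 also: luciferase light reporting Pax8 driven TPO promoter activity; plate controls were median of neutral control wells for no effect and mitoxantrone controls for full effect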
EWS-Fli inh – inhibitors of EWS/Fli oncoprotein transcriptional activity; A673 NR0B1-luciferase reporter, viability-normalised; inhibition, % at 12.6 µM; AID 651661; 350,000 compounds, 0.67% hits;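 active = mean inhibition of at least 50% after viability correction, with every replicate also passing that limit; inconclusive = mean reaches 50% but only one of two replicates passes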;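 also: firefly luciferase signal divided by Alamar Blue viability fluorescence both relative to DMSO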
INS-1E GSIS act – primary screen for activators of insulin secretion dependent on glucose, INS-1E cells, GLuc reporter luminescence | 370,000 compounds, 0.61% hits | INS-1E GLuc reporter insulin secretion, 2-3 h | activation, % at 16.6 µM;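 active = lowest replicate activation of at least 40%, so every replicate reaches that level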;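 also: 0% = median of neutral control wells and 100% = median of IBMX positive control wells; some compounds called inactive have numbers as strong as hits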
F508del corr – correctors of CFTR F508del function in bronchial epithelial cells | activity (quench increase), % at 7.58 µM | CFBE cells, YFP halide quenching; stimulated with forskolin plus potentiator P3; % fluorescence drop versus neutral controls | 350,000 compounds, 0.36% hits | AID 720511;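 active = mean added fluorescence quench of at least 8% versus neutral control, with both replicates also reaching 8%; inconclusive = only one of the mean or replicate conditions met; inactive = mean below 8% and not both replicates reaching 8%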;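 also: cells transiently co-express mutant CFTR-F508del with the halide-sensitive YFP; corrector assay measuring rescue of mutant channel to the surface after 24 h compound exposure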
ERp5 block – blocks human ERp5 reductase activity on insulin | ERp5 insulin aggregation, absorbance 650 nm, 90 min | Q15084 | inhibition, % at 9.99 µM | 350,000 compounds, 0.05% hits;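 active = mean replicate inhibition above about 25%, with every replicate also reaching it, limit read from the data, passing the limit was not always enough; inconclusive = only one of those two criteria met; inactive = neither criterion met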
Target sequence (Q15084 whole entry, looked up): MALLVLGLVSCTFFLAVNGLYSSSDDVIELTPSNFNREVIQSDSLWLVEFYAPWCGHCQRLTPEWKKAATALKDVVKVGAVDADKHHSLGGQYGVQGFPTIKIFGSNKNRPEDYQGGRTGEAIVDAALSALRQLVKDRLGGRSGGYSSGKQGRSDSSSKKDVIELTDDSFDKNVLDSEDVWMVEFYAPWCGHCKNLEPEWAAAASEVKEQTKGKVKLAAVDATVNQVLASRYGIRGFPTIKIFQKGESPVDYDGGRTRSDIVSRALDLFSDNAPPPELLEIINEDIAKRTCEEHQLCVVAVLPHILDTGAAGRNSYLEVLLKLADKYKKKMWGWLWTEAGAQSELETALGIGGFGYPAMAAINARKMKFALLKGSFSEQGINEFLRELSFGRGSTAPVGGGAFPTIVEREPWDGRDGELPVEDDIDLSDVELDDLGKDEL
DENV2 CPE rescue – DENV2-induced cell death inhibition | AID 651640 | 350,000 compounds, 1.7% hits | DENV2-infected cells, cytopathic effect rescue, plate reader | CPE inhibition, % at 9.99 µM; in the data active = CPE inhibition above about 20%, passing the limit was not always enough; inconclusive = no clear call, values can overlap the other calls; tested in BHK-21 cells;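 also: 0% = median of neutral control wells and 100% = median of positive control wells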
XiGFP reactiv – activators of X-chromosome reactivation in mouse fibroblasts; XiGFP mouse fibroblasts, % GFP-positive cells imaging, 3 d; cells co-treated with 5-aza-dC sensitizer; scaled so ellipticine positive control = 100%; activation, % at 7.58 µM; 360,000 compounds, 0.055% hits; AID 743238;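 active = mean normalized replicate activation at least 10% and every replicate at or above 10%; inconclusive = only one of the two criteria met; inactive = mean below 10% and not all replicates reach 10%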;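 also: 0% = median of on-plate neutral control wells and 100% = ellipticine 6 µM median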
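Assay system – SV40-immortalized XiGFP fibroblast cells, line 68-5-11 · Buffer or medium – DMEM supplemented with 5-aza-dC as sensitizing agent · Dosing – one concentration, pinned · Benchmarks – positive control ellipticine, 6 µM final · Times – 3 days compound exposure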
ARNT TACC3 PPI – ARNT/TACC3 interaction disruption; AID 623870; AlphaScreen His-ARNT PAS-B/GST-TACC3 binding, luminescence; TACC3 fragment carries E629A point mutation; Q9Y6A5; inhibition, % at 9.99 µM; 390,000 compounds, 0.66% hits;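 active = mean inhibition of replicates at least 50% and at least half of replicates each reaching 50%; inconclusive = half or more replicates reach 50% but mean below 50%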;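 also: 0% = complete ARNT plus TACC3 wells and 100% = ARNT alone without TACC3; many hits fall short of the cut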
An asterisk follows results filed as active; ? = inconclusive; . = not tested or not shown.

SMILES	PAX8 reporter	EWS-Fli inh	INS-1E GSIS act	F508del corr	ERp5 block	DENV2 CPE rescue	XiGFP reactiv	ARNT TACC3 PPI
COc1cccc(/C=N/NC(=O)c2cc3c(OC)cccc3[nH]2)c1OC	-8.4	.	-1.9	.	.	.	0.4	3.6
COCCNc1nc(NCc2cnc(C)cn2)c2sccc2n1	-10.5	-3.1	.	-3.0	-1.3	-13.5	0.1	.
CC(C)C#Cc1ccc2c(c1)O[C@H](CN(C)C(=O)C1CC1)[C@@H](C)CN([C@@H](C)CO)S2(=O)=O	.	2.8	-8.4	0.9	-22.0	4.5	0.3	5.0
Cc1nnc(Nc2ccc(Cl)cc2)s1	-58.3	5.0	.	0.9	4.2	-1.0	0.0	-1.6
CC(=O)NC(C)(c1ccccc1)c1nc(-c2ccc(N(C)C)cc2)cs1 (stereo not drawn)	-11.4	5.8	-13.9	-0.3	6.1	-1.5	0.0	.
C[C@H](CO)N1C[C@H](C)[C@H](CN(C)S(=O)(=O)c2ccccc2)Oc2ccc(NS(=O)(=O)c3cn(C)cn3)cc2C1=O	.	-0.8	8.6	4.2	-6.2	-3.5	-1.0	-12.9
COCC(=O)N1C[C@@H](C)[C@@H](OC)CN(C)C(=O)c2ccc(NC(=O)c3ccc(OC)cc3)cc2OC[C@@H]1C	-19.3	-1.1	9.6	-0.9	-2.5	-0.7	0.1	-9.7
Cc1cc(F)ccc1S(=O)(=O)Nc1ccccc1C(=O)NC1CCN(Cc2ccccc2)CC1	-0.5	6.6	-30.8	-0.2	-1.6	-0.7	0.3	5.2
CCOC(=O)c1ccc(NC(=O)CN2C(=O)C(C)SC(C)C2=O)cc1 (stereo not drawn)	-3.0	4.0	-4.2	2.6	9.4	.	0.0	0.6
C[C@@H]1CCCCO[C@@H](CN(C)C(=O)Nc2ccc3c(c2)OCO3)[C@H](C)CN([C@H](C)CO)C(=O)c2cc(NC(=O)Nc3ccc(C(F)(F)F)cc3)ccc2O1	.	3.4	11.3	5.5	-1.4	3.6	-0.6	2.7
COc1ccccc1C1N(c2cc(Cl)ccc2OC)C(=O)C2CCCN21 (stereo not drawn)	-7.9	-1.6	1.5	-2.6	-3.1	3.2	0.0	-20.4
O=C(NCC1CCCO1)c1ccc(COCC(F)(F)C(F)F)cc1 (stereo not drawn)	.	-2.4	3.6	-5.5	1.2	-7.8	.	-17.9
Cc1cc(C(=O)CSc2nncs2)c(C)n1Cc1ccco1	-60.3	-10.4	0.6	-0.1	-6.4	.	0.1	-6.3
COCc1ccc(CN2CCCCC2C(=O)Nc2ccc(Oc3ccccc3)nc2)o1 (stereo not drawn)	.	-0.9	1.0	-2.7	5.1	2.9	0.1	2.1
Cc1ccc(C(=O)OCC(=O)N2CCCCCC2)cc1S(=O)(=O)N1CCOCC1	6.4	-1.7	9.4	-16.3	3.3	2.4	0.0	-1.6
Cc1ccc(CNC(=O)CCS(=O)(=O)c2ccc3c(c2)NC(=O)CS3)cc1	14.9	2.8	5.3	-2.3	5.7	4.9	0.0	-2.8
Cc1cc(NC(=O)CCC(=O)N(Cc2ccco2)C2(C(=O)NC3CCCCC3)CCCCC2)no1	21.7	3.3	-7.0	-0.1	5.9	-1.6	0.4	-3.8
COC(=O)c1ccc2nc(NC(=O)C(C)C)sc2c1	-116.7	-38.2	2.9	-1.0	-1.5	-9.7	0.3	4.2
C[C@H](CO)N1C[C@H](C)[C@H](CN(C)CC2CC2)OCc2ccccc2-c2ccccc2C1=O	-35.7	-2.3	12.5	2.2	8.7	-1.9	-0.4	-3.2
CCOc1cc(/C=N/O)ccc1OCC(=O)Nc1cccc(C)c1	-33.1	-8.2	.	.	-10.8	1.6	0.0	-10.3

A run of entries from further up, for reference:
SMILES	PAX8 reporter	EWS-Fli inh	INS-1E GSIS act	F508del corr	ERp5 block	DENV2 CPE rescue	XiGFP reactiv	ARNT TACC3 PPI
O=C(NCC1CCCO1)c1ccc(COCC(F)(F)C(F)F)cc1 (stereo not drawn)	.	-2.4	3.6	-5.5	1.2	-7.8	.	-17.9
Cc1cc(C(=O)CSc2nncs2)c(C)n1Cc1ccco1	-60.3	-10.4	0.6	-0.1	-6.4	.	0.1	-6.3

The list goes on:
SMILES	PAX8 reporter	EWS-Fli inh	INS-1E GSIS act	F508del corr	ERp5 block	DENV2 CPE rescue	XiGFP reactiv	ARNT TACC3 PPI
O[C@H]1CN(Cc2cccs2)[C@@H](c2ccccc2)C[C@@H]1n1cc(C2CC2)nn1	-10.4	1.0	-18.9	1.5	0.2	-1.1	-0.1	.
O=C(Nc1ccccc1F)N1CCCCN2[C@H](CO)[C@H](c3ccc(C#Cc4ccccc4)cc3)[C@H]2C1	-8.8	.	5.3	-3.3	-0.3	-25.0	0.2	15.7
CCN(Cc1ccccc1)C(=O)c1ccc(CNS(=O)(=O)c2ccc(C)cc2)cc1	18.7	.	-25.5	.	.	.	0.4	-9.8
CC(=O)N(C)C[C@H]1Oc2ncc(-c3ccc(F)cc3)cc2C(=O)N([C@@H](C)CO)C[C@H]1C	.	-1.4	14.6	-1.9	2.1	10.1	0.0	0.6
COc1ccc(NC(=O)Nc2cccc3c2O[C@H](CN(C)S(=O)(=O)c2cn(C)cn2)[C@H](C)CN([C@H](C)CO)C3=O)cc1	.	-1.3	2.6	3.0	-10.2	10.1	0.0	-1.3
C[C@@H]1CCCCO[C@H](CN(C)C(=O)Cc2ccccc2)[C@H](C)CN([C@@H](C)CO)C(=O)c2cc(NC(=O)c3ccncc3)ccc2O1	-23.4	-9.7	-2.7	-0.2	-0.2	-5.1	0.1	4.3
CNC[C@@H]1Oc2ccc(NS(=O)(=O)c3cn(C)cn3)cc2CC(=O)N([C@H](C)CO)C[C@H]1C	-8.5	1.0	8.9	-0.1	7.2	-4.9	-0.2	-2.9
O=C(NCC[C@@H]1CC[C@H](NS(=O)(=O)c2ccccc2)[C@H](CO)O1)c1ccccc1F	-7.1	-2.9	3.5	1.8	1.6	-9.5	0.0	-1.1
O=[N+]([O-])c1ccc(CN2CC(N3CC=CC3)CS2(=O)=O)cc1 (stereo not drawn)	5.4	12.8	8.4	-0.2	1.6	-8.4	0.3	.
Cc1ccc(C(O)P(=O)(OCc2ccccc2)c2ccc(N(C)C)cc2)cc1 (stereo not drawn)	16.2	17.1	.	0.3	0.9	-7.5	0.1	-1.1
O=[N+]([O-])c1cc2c(cc1[N+](=O)[O-])OCCOCCOCCOCCO2	34.4	19.6	-5.3	-0.6	0.6	1.4	0.0	-4.8
O=C(NCC1CC1)[C@@H]1[C@@H](CO)[C@@H]2Cn3c(ccc(/C=C/c4ccccc4)c3=O)[C@H]1N2C(=O)C1CCC1	.	-1.0	-6.5	.	3.3	10.7	0.0	-18.7
C[C@@H]1CN([C@H](C)CO)C(=O)c2cc(NC(=O)Cn3cnnn3)ccc2O[C@H]1CN(C)C(=O)Nc1cccc2ccccc12	.	-6.3	9.8	-0.9	-9.0	3.5	0.2	-0.2
CNC[C@H]1Oc2ccc(NC(=O)Nc3ccccc3)cc2C(=O)N([C@H](C)CO)C[C@H]1C	-8.2	.	10.9	1.4	1.9	?	-1.4	-3.1
COc1ccc(OC)c(S(=O)(=O)N2CCN(C)CC2c2ccccc2)c1 (stereo not drawn)	4.8	1.4	-14.3	0.4	-7.2	2.2	0.0	0.3
CN(C)c1ccc(C(=S)Nc2ccccc2)cc1	-50.3	-5.1	.	.	-6.7	-6.2	-0.1	5.3
NS(=O)(=O)c1ccc(NCC2COc3ccccc3O2)c([N+](=O)[O-])c1 (stereo not drawn)	-34.3	-28.5	-4.1	5.7	6.3	-7.2	0.0	15.1
CN(NC(=O)c1ccccc1F)c1nc(C(F)(F)F)nc2ccccc12	26.8	43.6	9.4	4.8	7.7	-8.0	0.0	.
COCCn1c(SCC(=O)Nc2ccc3[nH]c(=O)[nH]c3c2)nc2ccccc21	7.8	-1.2	41.1	4.5	2.3	-4.4	-0.1	-5.9
COc1ccc(CCNC(=O)C(=O)c2cn(CC(=O)N3CCCC3)c3ccccc23)cc1	-3.1	8.2	.	7.2	2.0	-17.1	0.1	.
CCc1cc(-c2nnn(CCC3COCCO3)c2CC)ccc1-c1cn(Cc2ccc3ccccc3c2)nn1 (stereo not drawn)	34.6	2.7	0.2	9.0*	2.4	6.2	-0.2	.
C[C@@H]1CN([C@H](C)CO)S(=O)(=O)c2ccc(C#CC(C)(C)O)cc2O[C@H]1CN(C)CC1CCCC1	.	2.4	0.1	-0.4	1.8	-7.6	-0.5	13.4
C[C@@H]1CN([C@H](C)CO)C(=O)c2cc(C3=CCCC3)cnc2O[C@H]1CN(C)C(=O)c1cccnc1	-4.9	-8.3	5.0	0.8	-2.4	-4.3	0.0	2.9
Cc1sc(-c2cccnc2)nc1OC(=O)C1CC1	11.3	-4.8	-1.3	-1.3	-4.7	-4.7	0.0	-4.4
CN(C)S(=O)(=O)N1CCN(c2ccc([N+](=O)[O-])c(NC3CC3)c2)CC1	20.9	8.9	-4.5	2.5	7.3	-3.2	0.0	0.5
C[C@H]1CCCCO[C@H](CN(C)C(=O)Nc2ccc(C(F)(F)F)cc2)[C@@H](C)CN([C@@H](C)CO)C(=O)c2cc(NS(=O)(=O)c3cccs3)ccc2O1	78.6*	19.9	-1.3	-3.9	-3.4	-18.5	0.1	-6.6
Cc1ccc2c(c1)c1nnc(SCC(=O)Nc3cccc(Cl)c3C)nc1n2CC(=O)O	11.6	-1.3	-18.3	.	-0.5	1.0	0.0	1.6
Cc1c(C(=O)NCCN2CCCC(O)C2)oc2c(F)cccc12 (stereo not drawn)	4.4	.	12.3	1.2	2.8	0.5	0.0	0.2
C[C@H]1CN([C@@H](C)CO)C(=O)c2cc(NC(=O)Cc3cn(C)c4ccccc34)ccc2O[C@@H]1CN(C)S(=O)(=O)c1ccccc1	10.9	7.9	-15.7	3.4	10.1	8.6	0.1	-5.3
CCN(C[C@H]1[C@H](c2ccccc2)[C@@H](CO)N1C(C)=O)C(=O)NC(C)C	-2.0	-0.8	7.4	-0.6	-0.8	-5.4	0.1	-5.4
OC[C@H]1[C@@H](c2ccc(-c3ccncc3)cc2)[C@@H]2CN(Cc3ccccn3)CCCCN12	-13.0	.	21.9	0.7	.	.	1.6	17.5
Nc1ccc(C(=O)Nc2nc3ccccc3s2)cc1	-82.9	24.8	0.5	3.5	-1.5	14.5	0.1	-2.9
COc1ccc(-c2nc(N3CCN(C)CC3)sc2-c2ccc(OC)cc2)cc1	9.1	-0.9	-18.6	-4.5	1.0	-2.3	-0.1	2.7
C/C(=N\NC(=O)C(C)n1nc(C)c([N+](=O)[O-])c1C)c1ccccc1O (stereo not drawn)	26.7	.	-5.1	.	.	.	0.7	19.1
COc1ccc(C)cc1NC(=O)c1nnn(Cc2cccc(F)c2)c1N	0.2	-8.1	-4.9	-4.2	0.2	?	0.0	-13.1
Cc1cc(C)n(C(=O)c2ccc(C)c(Br)c2)n1	-5.8	-1.8	6.8	-2.2	1.7	2.0	0.0	-4.8
COc1ccc(OCCNc2cc(Cl)ccc2[N+](=O)[O-])cc1	.	-16.9	4.2	4.9	-1.7	-1.1	.	3.1
COc1cccc(NC(=S)NCc2ccccc2)c1	-59.1	-30.3	5.5	-1.7	3.0	-1.8	0.3	0.1
O=C(Nc1ccc(Cl)cc1)NC1CCCCNC1=O (stereo not drawn)	-34.1	-7.6	-9.1	1.1	0.3	-1.8	1.8	.

Screening results as filed in PubChem BioAssay.
